Source: PubChem (National Center for Advancing Translational Sciences (NCATS))
Vif-APOBEC3F blk: Vif-A3F binding inhibition; HeLa A3F-eYFP + Vif (tagged APOBEC3F with the HIV-1 protein that degrades it), YFP fluorescence increase; Potency, µM (highest dose often 46.1 µM), inactives show top-dose activity, negative = active; 390,000 compounds, 0.2% hits; further: potency means the concentration at half of the fitted maximal effect; % of control where 0% means no effect; nearly all actives have a fitted effect of over 65% in size
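HeLa cells stably expressing Vif plus C-terminally eYFP-tagged A3F were seeded, incubated overnight at 37 deg C, dosed with compound, incubated overnight again at 37 deg C. Yellow fluorescence (Ex 488/Em 500-530) reported blocked Vif-mediated A3F-eYFP degradation.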
RXFP1 ag: RXFP1 (human) receptor agonism. HEK293T-RXFP1 cAMP TR-FRET, 30 min; response scale: percent of porcine relaxin response, buffer zero. Q9HBX9. 370,000 compounds, 0.3% hits. Potency, µM (highest dose often 57.5 µM), for the others: top-dose activation, hits mostly activators; further: potency means the concentration at half of the fitted maximal effect; on the % scale 0 is the no-effect control and ±100 the full control effect; nearly all actives have a fitted effect of over 60% in size; many of its hits are not listed in these tables
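cAMP rise read by TR-FRET after 30 min, 37C compound exposure (up to 58 uM) in RXFP1-transfected HEK293 cells with Ro 20174 present. EC50 from Hill-equation fits, with 29 nM porcine relaxin as 100% and buffer as basal.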
RXFP1 antagonist: RXFP1 (human) relaxin receptor antagonism | Q9HBX9 | HEK293-RXFP1, relaxin-stimulated cAMP HTRF, 30 min; hits give low values | activity change, negative = inhibition, % at 57.5 µM | 350,000 compounds, 0.59% hits | AID 1259400;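 active means activity change of -60% or lower, but not beyond a set lower limit; inconclusive means change between -60% and -40%, or beyond the set limit; inactive means change above -40%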; further: on the % scale 0 is the no-effect control and ±100 the full control effect
D1 agonist: human D1 receptor agonism; P21728; HEK293 T-REx D1 cells, calcium flux, agonist mode; activation, % at 2 µM; 360,000 compounds, 1% hits; in the data active means activation above about 30%; further: 0% is about no effect
Target sequence (P21728 whole entry, looked up): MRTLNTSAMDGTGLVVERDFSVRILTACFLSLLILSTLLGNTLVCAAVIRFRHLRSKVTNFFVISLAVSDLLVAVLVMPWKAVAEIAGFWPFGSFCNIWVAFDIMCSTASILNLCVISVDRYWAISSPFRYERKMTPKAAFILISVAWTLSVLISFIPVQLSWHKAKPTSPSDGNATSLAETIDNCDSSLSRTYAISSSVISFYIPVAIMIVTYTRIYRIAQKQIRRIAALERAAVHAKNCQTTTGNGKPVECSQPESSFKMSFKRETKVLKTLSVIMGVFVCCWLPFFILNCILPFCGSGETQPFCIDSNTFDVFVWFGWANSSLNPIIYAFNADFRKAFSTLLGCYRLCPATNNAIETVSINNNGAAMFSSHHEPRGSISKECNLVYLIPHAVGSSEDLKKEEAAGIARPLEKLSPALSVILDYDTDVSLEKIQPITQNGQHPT
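Agonism was scored from calcium flux recorded over 180 s (1 read/s) after pintool compound addition, following a 10-cycle baseline. Cells were inducible force-coupled HEK293 TREx D1, plated overnight at 30 C and loaded with no-wash calcium dye.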
D1 potentiator: enhances dopamine response at the human D1 receptor; HEK293 TREx D1 cells, calcium flux, dopamine EC20 potentiation; potentiation, % at 10 µM; 360,000 compounds, 0.036% hits; in the data active means potentiation above about 30%; further: 0% is about no effect
D2 PAM: positively modulates the human D2 dopamine receptor allosterically | P14416 | HEK293 T-REx D2, calcium flux, EC20 dopamine potentiation | potentiation, % at 10 µM | 340,000 compounds, 0.34% hits;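 active means potentiation over 3 SD above the plate norm, cut at about 30% in these data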; further: 0% is about no effect
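Potentiation of an EC20 dopamine calcium response measured kinetically over 180 s, after a preceding 180 s compound-only read flagging agonists. Cells: inducible Hek293 Trex D2 line, 4000/well, cultured overnight at 30 C before dye loading.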
D1 antag: human D1 dopamine receptor antagonism; P21728; HEK293 TREx D1 cells, calcium flux, dopamine EC80; hits give low values; activity change, negative = inhibition, % at 10 µM; 360,000 compounds, 3.2% hits; AID 504652; in the data active means activity change below about -30%; further: on the % scale 0 is the no-effect control and ±100 the full control effect
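Kinetic fluorescence of a calcium dye serves as the read-out. D1-expressing Hek293 Trex cells, induced overnight at 30 C, are exposed to compound for 180 s before an EC80 dopamine addition, then read 180 s further.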
GRP78 ERSR act: inducers of ER stress response in human glioma cells; Potency, µM, without a hit: at the highest dose activation, actives largely listed as activators; 420,000 compounds, 0.02% hits; U87-MG GRP78 promoter luciferase reporter, 16 h; further: potency means the concentration at half of the fitted maximal effect; series mostly up to about 76 µM; % of control where 0% means no effect; nearly all actives have a fitted effect of over 35% in size
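Stably transfected U87-MG human glioma cells carrying a GRP78-based luminescent sensor were seeded at 1000 cells/well, pin-dosed with compounds and incubated 16 h. Luciferase reagent was then added, and end-point luminescence was read after 10 min at room temperature.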
Vif-APOBEC3G blk: blocks the Vif interaction with human APOBEC3G; HeLa A3G-eYFP + Vif (tagged APOBEC3G with the HIV-1 protein that degrades it), YFP fluorescence, overnight; Potency, µM (series often up to 46.1 µM), for the others: top-dose activity, negative = active, usual class: inhibitors; 410,000 compounds, 0.076% hits;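 further: potency means the concentration at half of the fitted maximal effect; on the % scale 0 is the no-effect control and ±100 the full control effect; nearly all actives have a fitted effect of over 60% in size; hits raise eYFP signal because A3G escapes Vif-driven loss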
Target sequence (Q9HC16 whole entry, looked up): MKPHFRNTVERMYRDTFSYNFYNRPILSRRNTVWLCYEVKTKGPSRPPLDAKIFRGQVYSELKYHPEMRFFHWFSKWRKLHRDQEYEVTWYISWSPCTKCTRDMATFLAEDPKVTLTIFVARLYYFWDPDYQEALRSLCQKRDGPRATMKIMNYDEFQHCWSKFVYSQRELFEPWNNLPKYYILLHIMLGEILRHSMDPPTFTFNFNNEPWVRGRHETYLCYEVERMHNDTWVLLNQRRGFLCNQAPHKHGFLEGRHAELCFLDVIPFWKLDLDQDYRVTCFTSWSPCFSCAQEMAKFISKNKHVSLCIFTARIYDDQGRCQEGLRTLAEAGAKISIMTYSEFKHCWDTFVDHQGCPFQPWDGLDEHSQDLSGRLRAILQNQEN
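HeLa cells stably expressing Vif and C-terminally eYFP-tagged A3G, seeded overnight at 37 deg C, then exposed to compound by pintool overnight at 37 deg C. Rise in yellow fluorescence (Ex 488/Em 500-530, Acumen) marks blocked Vif-driven A3G degradation.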
* marks the source's active call; other numbers are inactive results; ? = inconclusive; . = not tested or not shown; & = joins results of further samples. Unless noted, the call rests on the fitted dose curve; in most records, active means well fitted curve in the direction sought with a large enough effect; inconclusive means small, poorly fitted or top-dose-only effect, or another doubt; inactive means no such curve, though single readings can be large; an effect the other way counts as inactive or inconclusive. Some of the compounds tested. The share of hits here may be higher or lower than overall.

SMILES	Vif-APOBEC3F blk	RXFP1 ag	RXFP1 antagonist	D1 agonist	D1 potentiator	D2 PAM	D1 antag	GRP78 ERSR act	Vif-APOBEC3G blk
COc1ccccc1NCC(=O)c1ccc(Cl)cc1	7%	6.2%	-16	2	1	-8	-14	2%	-7%
C[C@@]1([C@@H](NC(=O)c2cccs2)c2ccc(-c3ccccc3)cc2)C[C@H]1C1CCCCC1	-2%	1.7%	.	3	-7	9	30	-5%	1%
O=C(NCC1CCCO1)NC1(C(F)(F)F)Oc2ccccc2O1 (configuration not stated)	-8%	0.3%	3	1	-4	3	-11	7%	-6%
CCCCOc1ncnc2c1[nH]c1ccc(OC)cc12	-2%	0.6%	-4	5	0	4	1	4%	-1%
COc1cc(NC(=O)c2ccco2)c(OC)cc1NC(=O)CCC(=O)Nc1cccc(C)c1C	-2%	0.2%	-7	2	-4	8	5	-3%	-3%
O=C(O)CCC(=O)N1CCC(n2nnc3cc(C(F)(F)F)ccc32)CC1	?	-0.5%	-5	2	-4	3	1	-2%	-2%
COc1cccc(N2CCN(CC(=O)Nc3ccccc3C(=O)NCCc3ccccc3)CC2)c1	2%	2.4%	-9	1	-10	.	-16	1%	1%
COC(=O)c1cc(Br)ccc1NC(=O)CCNC(=O)c1ccco1	-6%	1.5%	4	0	-1	.	-1	-5%	0%
CC(=O)C1=C(O)C2(C)c3c(O)c(C)c(O)c(C(C)=O)c3OC2CC1=O (configuration not stated)	-5%	.	-7	.	.	.	.	-5%	0%
Cc1ccc(Cl)cc1NC(=O)COC(=O)C1CCCCC1	0%	-0.7%	-4	0	-1	18	-5	-3%	-7%
Cc1ccccc1-c1nc(CS(=O)CC(=O)NC(C)CCc2ccccc2)c(C)o1 (configuration not stated)	0%	0.6%	-14	5	0	11	7	-5%	3%
COCCNC(=O)Cn1cc(/C=C(\C#N)C(=O)NC2CC2)c2ccccc21	1%	0.8%	1	1	4	6	5	3%	-3%
O=C(NC1CCCCCCC1)C1=COCCO1	-3%	-0.4%	-11	0	4	17	-7	4%	-1%
COC(=O)c1ccc(NC(=O)CSc2nnc(COc3ccccc3)n2C)cc1	3%	1.1%	-11	2	-4	-7	5	1%	0%
Cc1nc(C)c(C(=O)C2=C(O)C(=O)N(CCN(C)C)C2c2ccccc2)s1 (configuration not stated)	9%	-0.1%	3	2	6	2	8	-4%	2%
CC(=O)c1ccc(S(=O)(=O)N(CCCO)Cc2cc3cc4c(cc3[nH]c2=O)OCCO4)cc1	-5%	1.4%	-15	3	4	-2	-2	0%	-1%
Cc1ccc(-c2csc3nc(=O)c(C)nn23)cc1	-1%	1.1%	-4	4	1	4	-2	-3%	1%
O=C(CN(C(=O)CCC(=O)Nc1nccs1)c1ccc(F)c(Cl)c1)NCc1ccco1	1%	1.3%	-9	2	0	2	-22	-3%	-4%
COc1cc(C(=S)N2CCOCC2)ccc1OS(=O)(=O)c1ccccc1[N+](=O)[O-]	1%	0.6%	-12	7	-12	-3	-6	3%	0%
CCCNC(=O)Cn1ncc2c3ccccc3n(CCC)c2c1=O	3%	8.1%	-6	0	1	5	-15	0%	0%
c1ccc2cc(OCCCn3ccnc3)ccc2c1	6%	0.0%	5	13	-3	2	-23	2%	0%
CC(NC(=O)Cn1c(=O)oc2cc(S(=O)(=O)NCc3ccccc3)ccc21)c1ccccc1 (configuration not stated)	0%	-0.6%	.	4	-5	1	5	-3%	5%
CSc1ccccc1NC(=O)c1cc(-c2cccnc2)nc2ccc(Br)cc12	-6%	20%	9	1	-3	-3	-2	-2%	2%
COc1cc(/C=N/n2cnc3scc(-c4cccs4)c3c2=O)cc(OC)c1OC	-3%	0.4%	15	1	1	-1	1	-3%	?
O=c1ccc(-c2ccc(S(=O)(=O)Nc3ccccc3)o2)n[nH]1	4%	1.7%	2	4	-5	1	3	-3%	-4%
CC(=C/c1ccccc1)/C=C1/SC(N2CCOCC2)=NC1=O	-5%	2.7%	-10	5	1	2	-27	4%	-6%
COc1cc(/C=N/NC(=O)C[n+]2ccccc2)cc(OC)c1OC	2%	1.7%	-9	0	-2	-19	-9	-5%	-5%
Cc1noc(/C=C/c2cccs2)c1S(=O)(=O)N1CCC(C(=O)NCc2ccc(Cl)cc2)CC1	-18%	3.6%	5	9	1	-10	-16	-3%	2%
CCOc1ccc(S(=O)(=O)N(C(=O)c2ccncc2)c2ccc3oc(C)c(C(=O)OC)c3c2)cc1	-19%	0.8%	-16	2	-2	1	-46*	1%	5%
COc1nc(Nc2ccc(-c3nc4ccccc4o3)cc2)nc(N2CCOCC2)n1	-1%	.	-9	.	.	.	.	-4%	-2%
Brc1ccc(OCc2nnc3n2CCC3)cc1	0%	0.2%	12	1	-1	-1	-5	-2%	2%
Cc1ccc(-n2c(=O)c3c4c(sc3n(CC(=O)Nc3cccc(Cl)c3)c2=O)CCCCC4)cc1C	-7%	6.0%	.	3	0	-2	-2	-2%	1%
Cc1ccc2occ(CC(=O)Nc3ccc(S(=O)(=O)N4CCC(C)CC4)cc3)c2c1	4%	1.8%	-30	4	5	-1	1	0%	2%
OCCCN1CNC(=S)NC1	-4%	.	-3	.	.	.	.	-7%	0%
Cn1c(=O)c(Oc2cc(Cl)cc(Cl)c2)nc2ccccc21	-18%	0.6%	-9	0	-4	8	-8	-3%	-1%
c1ccc2c(c1)ncn2Cc1nnc2sc(-c3ccc4c(c3)OCO4)nn12	0%	5.0%	1	0	0	.	0	-4%	1%
COc1ccc(OC)c(C(=O)COC(=O)c2c(OC)cccc2OC)c1	-8%	5.6%	18	5	2	-10	11	-2%	0%
COc1cccc(-c2noc(CCC(=O)NCCc3ccccc3)n2)c1	-2%	-3.1%	-2	4	6	-5	-16	-9%	-6%
CCCSc1nsc(NC(=O)Nc2ccc(F)cc2F)n1	?	0.0%	0	33*	-8	1	-60*	4%	0%
CCc1ccc(-n2c(SCC(=O)c3ccc4c(c3)NC(=O)CO4)nc3ccccc3c2=O)cc1	?	6.7%	4	0	-2	-4	-15	1%	0%
O=C1c2ccccc2C(=O)N1Cc1ccccn1	-16%	1.6%	10	2	-6	2	-37*	-3%	-4%
O=[N+]([O-])c1ccc(O)c2ncccc12	?	-1.4%	29	0	2	-15	4	-7%&-2%	0%
C=CCOc1ccc(Br)cc1CNCCO	16%	2.4%	-6	6	6	-2	0	-4%	0%
COc1ccc(C(=O)CSc2nc(SC)ns2)cc1OC	0%	13%	-12	-1	-10	10	-17	-4%	-6%
CCSc1nc2c([nH]c3ccccc32)c(=O)n1-c1cccc(OC)c1	?	0.8%	.	0	-1	1	-30	4%	?
O/N=C/c1cn(-c2ccccc2)nc1-c1ccccc1	-10%	0.0%	-9	-1	-12	-9	-18	4%	-21%
C/C(=N\NC(=O)c1nnn(-c2nonc2N)c1CN1CCCCCC1)c1ccc(Br)cc1	8%	3.9%	-18	-1	5	2	-3	-1%	-2%
Cn1ncc(N=Cc2ccc([N+](=O)[O-])cc2)c1C(=O)N1CCOCC1	2%	-1.6%	26	-1	1	-8	-2	-4%	-1%
CC(NC(=O)c1ccc2ccccc2n1)c1ccc(Br)cc1 (configuration not stated)	7%	3.4%	-22	18	-5	-12	13	-1%	0%
CC(=O)NC12CC3CC(C1)CC(C(=O)N1CCN(S(=O)(=O)c4cccc([N+](=O)[O-])c4)CC1)(C3)C2	5%	.	9	.	.	.	.	-7%	-3%
CN1CCN(C(=O)c2cccn(Cc3ccc(C(F)(F)F)cc3)c2=O)CC1	13%	-0.9%	7	1	9	-8	-6	-4%	1%
Cc1ccc2[nH]c(SCC(=O)N3CCOCC3)nc2c1C	1%	0.0%	0	-3	0	-13	2	-3%	2%
Cc1oc(C(C)(C)C)cc1C(=O)N1CCN(C(c2ccccc2)c2ccccc2)CC1	-3%	0.0%	-13	4	3	-3	3	-9%	-3%
COc1ccc(-c2n[nH]c(=S)n2/N=C/c2cccn2C)cc1	1%	3.6%	-26	11	5	8	4	-2%	1%
CC(=O)N1CCc2c(sc(NC(=O)CSc3ccccc3)c2-c2nc3ccccc3s2)C1	?	3.4%	-23	7	-6	10	3	4%	?
COc1ccc(-c2csc(NC(=O)c3ccccc3Br)c2C(=O)O)cc1	-6%	6.8%	-9	1	-12	5	11	6%	3%
CCC(C)NS(=O)(=O)c1ccc(OCC(=O)Nc2ccc(F)cc2F)cc1 (configuration not stated)	-6%	0.9%	2	2	-8	0	-14	-4%	0%
COC(=O)c1ccc(CN(Cc2ccc(OC)c(OC)c2)S(=O)(=O)c2cc(C(=O)Nc3cccc(C)c3)ccc2F)cc1	3%	-0.2%	-11	5	-2	10	-1	1%	5%
Cc1cc(/C=N/NC(N)=S)c(C)n1-c1ccc(Cl)c(Cl)c1	?	3.0%	-105*	9	-6	3	-1	2%	-2%
O=C(COC(=O)c1ccc(Cl)c(S(=O)(=O)N2CCCCCC2)c1)NCc1ccccc1	0%	.	-1	.	.	.	.	-3%	-17%
CCCCN(C(=O)c1cccc(-n2cccc2)c1)c1c(N)n(CCCC)c(=O)[nH]c1=O	-7%	1.8%	-15	1	0	3	-18	-4%	4%
N#C/C(C(=O)N1CCCCC1)=C1/N=C(N)c2ccccc21	-13%	0.5%	-1	2	1	0	3	0%	0%
Cc1ccccc1NC(=O)Cn1cc(S(=O)(=O)c2ccccc2)c(=O)c2ccccc21	1%	?	.	3	-3	-16	6	-3%	3%

Quoted at random: 2 records from the list, in no set order.
SMILES	Vif-APOBEC3F blk	RXFP1 ag	RXFP1 antagonist	D1 agonist	D1 potentiator	D2 PAM	D1 antag	GRP78 ERSR act	Vif-APOBEC3G blk
CN1CCN(C(=O)c2cccn(Cc3ccc(C(F)(F)F)cc3)c2=O)CC1	13%	-0.9%	7	1	9	-8	-6	-4%	1%
CC(=O)N1CCc2c(sc(NC(=O)CSc3ccccc3)c2-c2nc3ccccc3s2)C1	?	3.4%	-23	7	-6	10	3	4%	?
